Compound activity (PubChem)
HePTP inh – inhibitors of human HePTP phosphatase | P35236 | recombinant HePTP phosphatase activity, OD absorbance | inhibition, % at 20 µM | 110,000 compounds, 0.64% hits; in the data active = inhibition above about 50%;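 note: plate controls were vehicle for no effect and reference inhibitor for full effect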
Target sequence (P35236 whole entry, looked up): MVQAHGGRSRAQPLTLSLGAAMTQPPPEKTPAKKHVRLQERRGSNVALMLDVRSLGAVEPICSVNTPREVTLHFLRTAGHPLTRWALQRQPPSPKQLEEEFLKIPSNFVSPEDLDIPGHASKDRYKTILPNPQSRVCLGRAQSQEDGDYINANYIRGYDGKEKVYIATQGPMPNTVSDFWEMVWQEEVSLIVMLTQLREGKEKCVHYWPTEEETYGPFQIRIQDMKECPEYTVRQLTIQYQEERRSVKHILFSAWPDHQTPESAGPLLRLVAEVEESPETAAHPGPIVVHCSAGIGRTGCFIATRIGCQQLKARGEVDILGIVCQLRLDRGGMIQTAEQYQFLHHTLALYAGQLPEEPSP
BAP1 inh – blocks human BAP1 ubiquitin-AMC hydrolysis; activity remaining (% of control), % at 20 µM; 72,000 compounds, 0.48% hits; AID 436; recombinant BAP1, Ub-AMC hydrolysis fluorescence kinetic; stronger effect = lower value;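 active = activity remaining at or below 50% of control, provided the compound also passes the data quality filters; inactive = the rest, including low values that fail the filters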;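 note: 100% = DMSO wells rate and 0% = substrate alone blank rate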
Target sequence (Q92560 whole entry, looked up): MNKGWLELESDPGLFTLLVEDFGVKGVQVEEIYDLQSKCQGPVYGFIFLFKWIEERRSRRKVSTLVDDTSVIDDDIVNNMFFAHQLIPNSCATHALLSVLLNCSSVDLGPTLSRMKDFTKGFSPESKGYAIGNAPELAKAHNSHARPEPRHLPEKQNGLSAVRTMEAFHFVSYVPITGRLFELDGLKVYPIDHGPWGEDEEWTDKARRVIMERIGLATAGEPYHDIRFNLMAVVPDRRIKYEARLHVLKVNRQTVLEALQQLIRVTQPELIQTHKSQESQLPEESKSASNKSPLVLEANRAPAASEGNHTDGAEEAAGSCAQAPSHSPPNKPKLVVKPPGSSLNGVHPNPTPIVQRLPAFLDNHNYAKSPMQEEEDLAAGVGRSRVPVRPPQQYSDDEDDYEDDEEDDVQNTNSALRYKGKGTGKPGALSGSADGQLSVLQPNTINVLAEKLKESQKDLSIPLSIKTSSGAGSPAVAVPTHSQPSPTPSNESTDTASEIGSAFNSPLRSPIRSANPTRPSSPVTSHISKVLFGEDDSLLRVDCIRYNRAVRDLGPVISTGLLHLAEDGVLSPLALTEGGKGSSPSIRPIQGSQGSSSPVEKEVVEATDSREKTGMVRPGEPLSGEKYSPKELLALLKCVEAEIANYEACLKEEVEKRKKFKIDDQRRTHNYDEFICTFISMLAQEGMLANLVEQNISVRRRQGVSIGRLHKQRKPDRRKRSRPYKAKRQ
* = called active by the depositor; i = inactive; / = not tested or not shown; & = joins results of further samples.

SMILES	HePTP inh	BAP1 inh
CCOC(=O)N1CCC(Nc2c(NCCCN(C)Cc3ccccc3)c(=O)c2=O)CC1	-1	97
O=C(NC1CCCCC1)c1ccc([N+](=O)[O-])cc1	2	/
O=C(O)CC1Sc2nc3ccccc3n2C1=O (stereo not drawn)	14	145
Cn1c(=O)c([N+](=O)[O-])c(N2CCN(c3ccccn3)CC2)c2ccccc21	8	/
Cc1cccc(-c2nnc(NC(=O)C(F)(F)F)s2)c1	/	174
CCCCCc1c(C)nc(Nc2ccccc2)[nH]c1=O	-12	90
O=C(CN1CCOc2ccccc21)N1CCC(Cc2ccccc2)CC1	-1	87
COC(=O)c1sc(NC(=O)/C=C/c2ccco2)c(C(=O)OC)c1C	-5	/
CCC(=O)Nc1nc2ccccc2n1Cc1ccc(Cl)cc1	4	/
Cc1ccc(-c2nc3c(cnn3-c3ccccc3)c(=O)o2)cc1	10	/
Cc1ccc(N(C(=O)c2ccncc2)C2C=CS(=O)(=O)C2)cc1 (stereo not drawn)	-10	98
CC(=O)c1cccc(NC(=O)COc2ccc(-c3ccc(C)cc3)cc2)c1	0	/
COCCOC(=O)C1=C(C)N(C)C(=O)NC1c1ccc(Br)cc1 (stereo not drawn)	6	/
CCSc1ccccc1C(=O)Nc1nncs1	4	128
Cc1ccccc1OCC(O)Cn1c(NCc2ccco2)nc2c1c(=O)n(C)c(=O)n2C (stereo not drawn)	3	94
CCCCN(CC)CCNc1c(NC2CCN(C(=O)OCC)CC2)c(=O)c1=O	0	90
CCCC(=O)Nc1ccc(O)c(-c2nc3cc(C)ccc3o2)c1	-3	/
CCOc1ccc2oc(-c3ccccc3)c(C(=O)N3CCN(C)CC3)c2c1	6&0	84
COc1ccc(C(=O)CCC(=O)O)cc1	2	110
C=CCC1c2cccc(C(=O)O)c2C(=O)N1c1ccc(F)cc1 (stereo not drawn)	12	58
CCn1c(=O)cc(OCC(=O)NCCCN2CCC(C)CC2)c2ccccc21	-1	120
CC(=O)Nc1sc2c(c1SC#N)CCCC2	/	54
Cc1ccc(S(=O)(=O)NNc2ccccc2[N+](=O)[O-])cc1	-3	/
Cc1cc2[nH]c(=O)cc(-c3ccccc3)n2n1	-6	/
NC(=O)C1(N2CCCCC2)CCN(C(=O)c2ccc(C#Cc3ccccc3)o2)CC1	1	105
Next structures.
SMILES	HePTP inh	BAP1 inh
Cc1sc2nc3n(c(=O)c2c1C)Cc1ccccc1-3	0	/
COc1cccc(OCC(O)CN2CCOCC2)c1 (stereo not drawn)	6	93
CCOC(=O)C1=C(O)/C(=C/c2ccc(OCC(=O)Nc3ccc(C)cc3)cc2)N=C1C	5	/
O=C(C1Cc2ccccc2O1)N1CCCCC1 (stereo not drawn)	7	105
CCOC(=O)C(C)Oc1cc2oc(=O)c(CC)c(C)c2cc1CC (stereo not drawn)	-4	/
CCC(Oc1ccccc1)C(=O)Nc1ccc(S(=O)(=O)NCC2CCCO2)cc1 (stereo not drawn)	10	80
CCCCOC(=O)c1cccc(NC(=O)COc2ccccc2Cl)c1	2	/
COc1cc(/C=C2\C(=O)N(c3ccc(S(N)(=O)=O)cc3)N=C2C)cc(Cl)c1O	6	/
Cc1ccc(NC(=O)CSc2nc(C(F)(F)F)cc(=O)[nH]2)cc1	-1	/
CC(C)(C)NCCCCOc1cc(Cl)ccc1Cl	8	/
CCCCc1n[nH]c2c1/C(=N\O)CC(C)(C)C2	-7	/
CCCOc1c(OC)cccc1C1CC(=O)Nc2cc3c(cc21)OCCO3 (stereo not drawn)	1	98
CCCOc1ccc(OCCSc2ncccn2)cc1	-1	143
CC(NC(=O)c1ccco1)C(c1cccs1)N1CCOCC1 (stereo not drawn)	/	99
CC(=O)c1cccc(NC(=O)/C(=C\c2ccc(Br)cc2)NC(=O)c2ccc(C)cc2)c1	-18	/
CC1=CC(C)(C)N(CC(=O)c2ccc([N+](=O)[O-])cc2)c2ccccc21	-12	/
CN(C)CCNC(=O)c1cc(Cl)ccc1Cl	18	/
CCCN(CCC)C(=O)c1ccccc1	3	/
CCOc1ccc(/C=C2\C(=O)NC(=S)N(c3cccc(Br)c3)C2=O)cc1Cl	8	/
CCc1ccc(OCCNc2cc(N3CCCC3)ccc2[N+](=O)[O-])cc1	9	/
COc1cc(OC)cc(C(=O)Nc2ccc(-c3nc4ccccc4o3)cc2)c1	5	/
Cc1ccc2oc(-c3ccc(N=Cc4cccc(C)c4O)cc3)nc2c1	6	/
CCOC(=O)c1sc(NC(NC(=O)c2ccco2)C(=O)c2ccccc2)c(C(=O)OCC)c1C (stereo not drawn)	-5	/
COc1ccc(S(=O)(=O)Nc2cc(C)ccc2OC)cc1Br	5	/
Cc1cc(-n2c(C)cc(C(=O)CSc3nnnn3-c3ccc(Cl)cc3)c2C)no1	9	57
More structures:
SMILES	HePTP inh	BAP1 inh
O=C(COC(=O)c1ccccn1)Nc1cccc(Cl)c1	4	97
O=C(NCCCN1CCOCC1)c1ccc([N+](=O)[O-])cc1	3	/
Cc1sc2c(c1C)CN(Cc1ccco1)CN2C(=O)c1ccccc1	6	111
Cc1ccccc1N1C(=O)CC(Sc2nnc(-c3ccccc3)o2)C1=O (stereo not drawn)	7	158
COC(=O)c1ccc(C(=O)OC)c(NC(=O)CC(c2ccccc2)c2ccccc2)c1	8	/
COC(=O)C1CCN(C(=O)c2c(-c3ccccc3Cl)noc2C)CC1	2	94
O=C(c1ccc(N(Cc2ccc([N+](=O)[O-])cc2)Cc2ccc([N+](=O)[O-])cc2)cc1)C(F)(F)F	10	/
O=C(O)CSCC(=O)c1ccccc1	2&8	90
OC(COc1ccc2ccccc2c1)CN1CCN(c2ccc(F)cc2)CC1 (stereo not drawn)	4	78
CCN(c1ccccc1C(=O)O)S(=O)(=O)/C=C/c1ccccc1	-4	/
CCSc1nnc(NC(=O)CSc2nc3c(c(=O)n2-c2ccccc2OC)SCC3)s1	/	67
CC1=C(C(=O)N/N=C/c2c(O)ccc3ccccc23)Sc2ccccc2N1	4	/
O=c1[nH]c(NCc2ccccc2)nc2c1CCCC2	-5	82
CCOC(=O)c1ccoc1CSCc1ccc(C(=O)OC)o1	1	89
O=C(Nc1ccc2c(c1)OCO2)c1c(F)c(F)c(F)c(F)c1F	5	60
NS(=O)(=O)c1cc2c(cc1Cl)NC=NS2(=O)=O	-11	83&98
CCN(c1cccc(C)c1)S(=O)(=O)c1ccc2c3c(cccc13)C(=O)N2	/	55
COc1ccc(N2C(=O)C(Cl)=C(Nc3c(C)n(C)n(-c4ccccc4)c3=O)C2=O)cc1	-3	109&136
CC(C)(CO)C(O)C(=O)NCc1ccc(C(=O)O)cc1 (stereo not drawn)	-11	/
Cc1ccc(C(=O)C2=C(O)C(=O)N(CCCn3ccnc3)C2c2ccc(OC(C)C)cc2)o1 (stereo not drawn)	11	89
Cc1ccc(-c2cc(NC(=O)c3cccs3)n[nH]2)cc1	12	/
CCOCCOC(=O)c1ccc(NC(=O)COc2ccc(C)cc2C)cc1	4	/
Cc1cc(C(=O)Nc2ccc(C(N)=O)cc2)ccc1[N+](=O)[O-]	-6	/
[O-][n+]1ccc(C2CC2)cc1	3	104
CC(C)c1nccn1S(=O)(=O)c1ccc(Cl)cc1Cl	2	/

Fetched by structure from the list above (6):
SMILES	HePTP inh	BAP1 inh
Cc1sc2c(c1C)CN(Cc1ccco1)CN2C(=O)c1ccccc1	6	111
CC(C)(CO)C(O)C(=O)NCc1ccc(C(=O)O)cc1 (stereo not drawn)	-11	/
Cc1ccccc1N1C(=O)CC(Sc2nnc(-c3ccccc3)o2)C1=O (stereo not drawn)	7	158
CC(C)c1nccn1S(=O)(=O)c1ccc(Cl)cc1Cl	2	/
O=C(COC(=O)c1ccccn1)Nc1cccc(Cl)c1	4	97
CC1=C(C(=O)N/N=C/c2c(O)ccc3ccccc23)Sc2ccccc2N1	4	/

Other records follow:
SMILES	HePTP inh	BAP1 inh
CC(=O)c1cccc(NC(=O)c2cc(I)ccc2Cl)c1	12	/
O=C(c1cc2n(n1)C(C(F)(F)F)CC(c1ccc3c(c1)OCO3)N2)N1CCN(C(c2ccccc2)c2ccccc2)CC1 (stereo not drawn)	-2	/
CCOn1c(=O)c(=O)n(OCC)c2ccccc21	-3	/
O=C(NCc1ccccn1)Nc1cccc(Cl)c1	-3	92
N#CSCCCCCCOc1cccc(Cl)c1	-11	/
COc1ccc(C2=C/C(=C\c3cccc([N+](=O)[O-])c3)C(=O)O2)cc1	6	/
CCOc1ccccc1C(=O)NC1CCN(Cc2nnnn2C2CCCC2)CC1	3	/
COc1ccc(C2CC(=O)C3=C(C2)Nc2ccccc2NC3c2cccc(Cl)c2Cl)cc1OC (stereo not drawn)	-8	/
N#CC(C#N)=C(N)/C(C#N)=C/c1ccc(O)cc1	/	78
Cc1nc(CN2C(=O)c3ccccc3C2=O)cs1	-13	/
CC1=C(C(=O)OCC(C)C)C23C(=O)c4ccccc4C2(O1)OC(N)=C3C#N (stereo not drawn)	-10	95
CS(=O)(=O)N1CCN(Cc2ccccc2F)CC1	-6	/
COc1ccc(OC)c(C(O)c2nccn2C)c1 (stereo not drawn)	3	/
CSCCC(Nc1ncnc2ccc(Br)cc12)C(=O)O (stereo not drawn)	6	101
COc1ccc(CCNC(=O)CN(c2ccc(F)cc2)S(=O)(=O)c2ccccc2)cc1OC	11	/
Brc1ccc(-c2nnc3sc(CN4CCN(c5ccccc5)CC4)cn23)cc1	5	86
CCCCn1nnnc1SCC(=O)Nc1sc2c(c1C#N)CCCC2	10	65
Cc1n[nH]c(C)c1CCCCCCOc1ccc(C(C)(C)C)cc1	-4	/
Oc1ccc(Cl)cc1/C=N/Nc1nc2ccccc2s1	10	/
CCOC(=O)c1ccc(NC(=O)CSc2ncccn2)cc1	-2	91
COc1ccc(CN2CCN(Cc3cccn3C)CC2)c(OC)c1OC	6	/
O=C(COc1ccccc1)NCCSc1ccccc1	8	/
CCOC(=O)c1cccc(NC(=O)c2cnccn2)c1	0	104
COCCNC(=O)C(c1ccco1)N(C(=O)Cn1nnc2ccccc21)c1cccc(C)c1C (stereo not drawn)	1	86
COc1ccc2c(Cl)c(C(N)=O)sc2c1	13	99
Later entries
SMILES	HePTP inh	BAP1 inh
Cc1onc(-c2ccccc2)c1C(=O)Nc1ccccc1N1CCOCC1	1	103
O=C1NC(=O)/C(=C\c2ccc(O)c(Br)c2)S1	-2	/
Cc1cccc2cc(CN(Cc3cccs3)Cc3nnnn3Cc3ccccc3)c(=O)[nH]c12	5	49*
Cc1ccc(Cl)cc1N1CCN(C(=O)Cn2ccc3ccccc3c2=O)CC1	8	81
c1ccc(-c2cc(-c3ccncc3)nc3ccc4ccccc4c23)cc1	-8	/
CCOC(=O)c1c(N)sc2c1CCN(Cc1ccccc1)C2	12	/
Cc1sc2ncnc(OCC(=O)c3ccc(S(=O)(=O)N4CCCC4)cc3)c2c1C	4	77
O=C(Nc1nonc1-c1nc2ccccc2n1Cc1ccccc1)c1ccc(F)cc1	/	i
O=C(NCc1ccco1)[C@@H]1CSC2c3ccccc3C(=O)N21 (stereo partly drawn)	11	/
COc1ccc(-c2cc(C(=O)N3CCN(C)CC3)c3ccccc3n2)cc1OC	0	/
O=C1c2oc3ccc(F)cc3c(=O)c2C(c2ccc(F)cc2)N1CCCN1CCOCC1 (stereo not drawn)	-12	91
Cc1cc(C)n(-c2nc3c(c(=O)[nH]c(=O)n3C)n2CC(O)COc2ccccc2C)n1 (stereo not drawn)	6	88
CC(NC(=O)c1nn2c(c1Cl)NC(c1ccc(Cl)cc1)CC2C(F)(F)F)c1ccccc1 (stereo not drawn)	/	87
COc1ccc(S(=O)(=O)N2CCN(Cc3cccc(Cl)c3)CC2)cc1	1&9	83
Cc1nn(C)c(C)c1S(=O)(=O)NCc1cccs1	2	100
COc1ccc2cc3cc(C(=O)NCC4CCCO4)oc3nc2c1 (stereo not drawn)	12	/
Cc1ccc(S(=O)(=O)N2CCCCCC2)cc1	3	/
COc1ccccc1N(CC(=O)NC(C)(C)C)C(=O)Cn1nnc(-c2ccc(C)o2)n1	-1	91
CCOc1ccccc1NC(=O)CN(c1ccccc1OC)S(=O)(=O)c1ccccc1	2	/
COc1ccccc1C1(CC(=O)N2CCOCC2)CCOC(C(C)C)C1 (stereo not drawn)	-2	94
COc1ccccc1C1C(C(N)=O)=C(C)Nc2nc(-c3ccccc3Cl)nn21 (stereo not drawn)	0	99
CC(=O)c1cc2c(cc1NS(=O)(=O)c1ccc(C)cc1)OCCO2	8	108
Cc1cc(=O)oc(C)c1C(=O)N1CCN(C)CC1	2	97
CCN1C(=O)/C(=C\c2ccc(OCc3cccc4ccccc34)cc2)SC1=S	-11	/
O=C(CSc1nc2ccsc2c(=O)n1NC(=O)c1ccccc1)Nc1nccs1	2	103
O=C1CC(N2CCN(c3ccccc3)CC2)C(=O)N1c1ccc(I)cc1 (stereo not drawn)	4	/
CCSc1nc2cc(OC)c(OC)cc2c(=O)n1CC	-3	116
CCOC(=O)/C(C#N)=N/Nc1ccc(NC(=O)c2ccc(N/N=C(\C#N)C(=O)OCC)cc2)cc1	8	/
O=C(Cn1cc2c(n1)CCCCC2)NC1CCN(Cc2ccccc2)CC1	-1	96

5 compounds out of the list, arranged by SMILES length, rising:
SMILES	HePTP inh	BAP1 inh
CCOC(=O)c1c(N)sc2c1CCN(Cc1ccccc1)C2	12	/
COc1ccccc1C1(CC(=O)N2CCOCC2)CCOC(C(C)C)C1 (stereo not drawn)	-2	94
O=C(Nc1nonc1-c1nc2ccccc2n1Cc1ccccc1)c1ccc(F)cc1	/	i
Cc1cc(C)n(-c2nc3c(c(=O)[nH]c(=O)n3C)n2CC(O)COc2ccccc2C)n1 (stereo not drawn)	6	88
CCOC(=O)/C(C#N)=N/Nc1ccc(NC(=O)c2ccc(N/N=C(\C#N)C(=O)OCC)cc2)cc1	8	/

No enrichment for hits. About 0.83% of those tested had a hit in this group.
